Source: PubChem BioAssay (NCI)
Growth percent in the NCI-60 one-dose screen (48 h, 10 µM unless noted): 100 = growth as untreated, 0 = no growth, -100 = all killed.
MCF7 – MCF7 breast cancer. 82,000 compounds, 6.3% hits. AID 1794796
HS 578T – HS 578T breast cancer; 78,000 compounds, 4.1% hits; AID 1794788
K-562 – K-562 leukemia. 78,000 compounds, 7.4% hits. AID 1794777
MDA-MB-468 – MDA-MB-468 breast cancer. 78,000 compounds, 8.5% hits
T-47D – T-47D breast cancer; 79,000 compounds, 5% hits; AID 1794792
MDA-MB-231 – MDA-MB-231 breast cancer | AID 1794789 | 81,000 compounds, 5% hits
BT-549 – BT-549 breast cancer; AID 1794793; 78,000 compounds, 4.4% hits
SR – SR leukemia cells; 73,000 compounds, 8.7% hits
An asterisk follows results filed as active; / = not tested or not shown; & = joins results of further samples; [ ] = remark or other dose. Rule for the calls: active = growth percent below 10; inactive = the rest.

no.	structure	MCF7	HS 578T	K-562	MDA-MB-468
1	COC(=O)c1ccc2c(c1)c1c(C)c3cnccc3c(C)c1n2C	-37*	-15*	1.6*	-38*
2	COc1cccc(OC)c1/C=C1\C(=N)N=C(SCc2nc3ccccc3[nH]2)NC1=O	102	90	113	130
3	Cn1c(=O)c2c(nc(CCCCCc3nc4c(c(=O)n(C)c(=O)n4C)n3C)n2C)n(C)c1=O	96	102	103	102
4	CCOC(=O)/C(F)=C/C1CC1Cc1ccc(OC)cc1 (configuration not stated)	95	106	94	98
5	CC(=O)Nc1ccc(Cl)cc1C(=O)c1ccc[nH]1	96	110	100	101
6	COc1ccc(CCC2CCCCN2CCc2ccccc2)cc1OC (configuration not stated)	87	110	101	93
7	CCCCNC(=O)c1cc(Br)cc(C2CCCCC2)c1O	89	97	90	96
8	O=c1ccnc[nH]1	102	/	104	/
9	O=C1OCC/C1=C/OCCCCCCO/C=C1/CCOC1=O	103	108	94	96
10	O=C1NC(C(=O)NCc2ccc(Cl)cc2Cl)C/C1=C\NCc1ccc(Cl)cc1Cl (configuration not stated)	66	94	57	102
11	Oc1ccc(-c2ccc(Br)cc2)cc1	109&109	85&101	96&97	101&96
12	COc1ccc(-c2cnc(N/N=C(\C)c3cc4ccccc4o3)s2)cc1	85	113	99	25

no.	T-47D	MDA-MB-231	BT-549	SR
1	-22*	-17*	-4.3*	18
2	85	101	106	105
3	89	94	91	120
4	92	97	106	86
5	99	102	98	108
6	101	88	92	87
7	80	87	89	93
8	92	107	75	92
9	90	106	116	104
10	83	95	98	52
11	79&93	105	84&97	82
12	76	105	113	120

3 entries from above, reformatted.
10: O=C1NC(C(=O)NCc2ccc(Cl)cc2Cl)C/C1=C\NCc1ccc(Cl)cc1Cl (configuration not stated)
  MCF7: 66 | HS 578T: 94 | K-562: 57 | MDA-MB-468: 102 | T-47D: 83 | MDA-MB-231: 95 | BT-549: 98 | SR: 52

11: Oc1ccc(-c2ccc(Br)cc2)cc1
  MCF7: 109&109 | HS 578T: 85&101 | K-562: 96&97 | MDA-MB-468: 101&96 | T-47D: 79&93 | MDA-MB-231: 105 | BT-549: 84&97 | SR: 82

12: COc1ccc(-c2cnc(N/N=C(\C)c3cc4ccccc4o3)s2)cc1
  MCF7: 85 | HS 578T: 113 | K-562: 99 | MDA-MB-468: 25 | T-47D: 76 | MDA-MB-231: 105 | BT-549: 113 | SR: 120

Other records follow:
no.	structure	MCF7	HS 578T	K-562	MDA-MB-468
13	CC(C)(C)Nc1c(-c2cccs2)nc2ccccn12	93	94	93	/
14	Fc1ccc2[nH]cc(-c3nonc3-c3c[nH]c4ccc(Br)cc34)c2c1	13	40	4.2*	44
15	COc1ccccc1Cn1cc(C#N)c(N)c1C(=O)c1ccc(C#N)cc1	96	104	97	97
16	Cc1ccc(/C=C(\C#N)c2nc(N)nc(Nc3ccc(S(N)(=O)=O)cc3)n2)cc1	89	101	98	89
17	O=c1nc2oc3ccc4ccccc4c3cc-2s1	19	3.7*	12	-3.7*
18	NS(=O)(=O)c1ccc(NC(=O)N2CCN(Cc3ccccc3)CC2)cc1	98	110	115	95
19	Clc1nc(N2CCOCC2)c2[nH]cnc2n1	107	116	100	89
20	CN1C(=O)C2(NN=C(c3cccc4ccccc34)S2)c2ccccc21 (configuration not stated)	24	51	12	32
21	O=C(Nc1nc2ccccc2n1Cc1ccccc1)c1ccccc1I	64	88	46	66
22	COc1ccc(-c2nnc(CSC3=NC(c4ccc(F)cc4)C(C(C)=O)=C(C)N3)o2)cc1 (configuration not stated)	89	104	94	97
23	CC1CCN(C(=O)OCc2nc3nc(Cl)nc(N4CCOCC4)c3[nH]2)CC1	-19*	-13*	-17*	-59*
24	COc1ccc(/C(Cl)=N/N=C(\Cl)c2cc(OC)c(OC)c(OC)c2)cc1O	63	96	93	97

no.	T-47D	MDA-MB-231	BT-549	SR
13	95	109	107	89
14	3.3*	-20*	55	15
15	95	97	110	95
16	99	98	105	107
17	13	43	49	24
18	108	113	103	89
19	90	101	105	94
20	5.3*	46	30	28
21	52	84	81	74
22	71	86	94	87
23	-62*	-60*	-66*	-29*
24	58	102	101	79

Remaining list, next part:
no.	structure	MCF7	HS 578T	K-562	MDA-MB-468
25	COc1ccc(-c2nc3cc(/C=N/c4nc5ccc(N6CCN(C)CC6)cc5s4)ccc3s2)cc1OC	99	108	106	89
26	NC(CC(=O)O)C(=O)OCc1ccccc1 (configuration not stated)	104	101	106	89
27	COc1ccc(-c2cc(-c3cccc(NS(C)(=O)=O)c3)nc(N)c2C#N)cc1	17	-14*	14	0.1*
28	N#Cc1ccc(NC(=O)COc2ccc(/C=C3\C(=O)Nc4ccc(Cl)cc43)cc2)cc1	80	63	47	84
29	N#Cc1c(-c2ccc(Br)cc2)cc(-c2c[nH]c3ccccc23)nc1-c1c[nH]c2ccccc12	85	97	97	104
30	COc1c(O[C@@H]2OC[C@@H](O)[C@H](O)C2O)cc2oc3cc(O)c(CC=C(C)C)c(O)c3c(=O)c2c1CC=C(C)C (some centres not stated)	64	88	69	95
31	CC(=O)OCC1OC(OC2C(OC(C)=O)C(OC(C)=O)COC2(COC(C)=O)OC(C)=O)C(OC(C)=O)C(OC(C)=O)C1OC(C)=O (configuration not stated)	92	90	107	103
32	CN(C)c1ccc(CN2CCCC3CC2c2cc(Cl)ccc23)cc1 (configuration not stated)	93	111	73	105
33	Cc1n[nH]c(C)c1N=Nc1ccc(N=Nc2c(C)n[nH]c2C)cc1	89	105	104	104
34	Cn1ncc2c(NCCc3ccccc3)ncnc21	82	91	97	78
35	Nc1ccc(S(=O)(=O)O)c2ccc(N=Nc3ccc(N=Nc4ccc(S(=O)(=O)O)cc4)c4ccccc34)c(O)c12	101	100	106	97
36	CCOC(=O)c1ccc(N2C(=O)CC(Sc3ccccc3N)C2=O)cc1 (configuration not stated)	75	97	38	66

no.	T-47D	MDA-MB-231	BT-549	SR
25	110	94	85	117
26	84	105	108	107
27	58	30	40	16
28	72	76	56	53
29	85	101	104	95
30	52	47	95	91
31	/	102	/	91
32	81	101	88	80
33	95	104	116	98
34	77	94	107	107
35	124	95	107	100
36	94	94	98	/

Next part:
no.	structure	MCF7	HS 578T	K-562	MDA-MB-468
37	O=C1CCCCCCCCC(O)C(O)CCCC(c2cccs2)O1 (configuration not stated)	96	103	96	95
38	CC(CCc1ccc(O)cc1)NCC(O)c1ccc(O)cc1 (configuration not stated)	99	105	/	113
39	CC(/C=N/NC(=O)c1cc(-c2ccco2)[nH]n1)=C\c1ccccc1	100	30	87	117
40	O=C(Nc1ccccc1F)OCCCl	102[100 µM]	101[100 µM]	100[100 µM]	101[100 µM]
41	CC1CC2C3CCC4=CC(=O)CCC4(C)C3CCC2(C)C1(O)C(=O)CO (configuration not stated)	100	123	98	115
42	O=C1C=CC2(NN=C(c3ccccc3)N2c2cccc(Cl)c2)c2cccc(O)c21 (configuration not stated)	63	/	23	76
43	O=c1oc2ccccc2cc1-c1csc(N/N=C/c2cn(-c3ccccc3)nc2-c2cc3ccccc3oc2=O)n1	65	93	68	101
44	COc1ccc(-c2nonc2NC(=O)c2cccc(C)c2)cc1OC	107	106	72	78
45	Cc1ccnc(NS(=O)(=O)c2ccc(NC3Nc4nc5ccccc5nc4S3)cc2)n1 (configuration not stated)	95	93	100	103
46	CCCCCC/C=N\NC(=O)OCC	101	114	102	115
47	O=C(c1nnc(Nc2ccc(Cl)cc2)o1)c1c[nH]c2ccccc12	48	105	98	86
48	COC(=O)/C(CCC(Br)C(C)(C)[n+]1ccccc1)=C1\[C@@H](OC(C)=O)C[C@@]2(C)[C@H]1C[C@@H](O)[C@H]1[C@@]3(C)CC[C@H](O)[C@@H](C)[C@@H]3CC[C@@]12C (some centres not stated)	102	110	74	89

no.	T-47D	MDA-MB-231	BT-549	SR
37	72	85	122	-12*
38	111	101	87	107
39	97	102	101	89
40	96[100 µM]	100[100 µM]	114[100 µM]	101[100 µM]
41	103	108	/	107
42	101	69	62	50
43	82	88	91	61
44	67	89	96	48
45	86	82	109	101
46	106	99	101	93
47	42	94	107	95
48	/	117	109	100

(next part)
no.	structure	MCF7	HS 578T	K-562	MDA-MB-468
49	CC1=C2CC[C@]2(C)[C@]23OC[C@](C)(C[C@@H]2C1=O)[C@@H]3O	97	104	97	105
50	C[C@H]1OC(n2cc(F)c(=O)[nH]c2=O)C(O)[C@@H]1O (some centres not stated)	/	112	119	104
51	C#CCn1c2c(c3ccccc31)C[C@]1(C)[C@H]3CC[C@@H]4[C@H]5[C@H]6OC(=O)[C@@]5(CCC6(C)C)CC[C@@]4(C)[C@]3(C)CC[C@H]1C2(C)C	94	108	101	103
52	COc1ccc(-n2nc(C(=O)Nc3ccc(OC)c(OC)c3)nc2-c2cc(OC)c(OC)c(OC)c2)cc1	85	75	68	90
53	O=C(NCCc1ccc(O)c(O)c1)C12CC3CC(CC(C3)C1)C2	89	83	93	87
54	Cc1ccc(/C=N/NC(=O)C(=O)Nc2ccc(Cl)c([N+](=O)[O-])c2)cc1	98	111	91	112
55	COc1cc2c(cc1OC(=O)C(Cl)Cl)c1c3c(OC)c(OC)c(OC)c4c5cc(OC)c(OC(=O)C(Cl)Cl)cc5c(c5c(OC)c(OC)c(OC)c2c51)c43	88	100	67	96
56	CC(C)=N/N=C1/NC(=O)C(c2ccc(Cl)cc2)S1 (configuration not stated)	98	116	91	118
57	COC(=O)c1cccc(-n2cc([C@]3(OC(C)=O)CC[C@H]4[C@@H]5CCC6=CC(=O)CC[C@@H]6[C@H]5CC[C@@]43C)nn2)c1	77	94	91	73
58	Cn1cc(-c2nc(-c3c[nH]c4ccccc34)cs2)c2cccnc21	15	39	18	-12*
59	Cc1ccccc1-n1on1-c1ccccc1C	92	109	106	112
60	O=C(/C=C/c1ccc2c(c1)OCO2)c1ccc([N+](=O)[O-])cc1	87	104	69	91

no.	T-47D	MDA-MB-231	BT-549	SR
49	112	106	/	91
50	88	92	70	/
51	107	96	100	86
52	69	84	/	/
53	93	85	93	/
54	95	127	96	93
55	54	81	99	66
56	106	105	109	130
57	95	83	100	72
58	0.2*	31	7.1*	23
59	95	108	/	100
60	95	102	/	82

(cont.)
no.	structure	MCF7	HS 578T	K-562	MDA-MB-468
61	CCOC(=O)Cn1c(O)c(N=Nc2ccc(S(N)(=O)=O)cc2)c2ccccc21	98	103	90	97
62	COc1ccc(/C=C(\C#N)c2ccc(C)cc2)cc1OC	80	115	95	112
63	O=c1cc(-c2nc3ccc(F)cc3s2)c2cc(Cl)c(Cl)cc2o1	88	103	85	56
64	N#Cc1ccc(Cn2cc(CSc3nc4ccccc4s3)nn2)cc1	94	88	92	78
65	Cc1ccc(Nc2ccc(O)c3c2C(=O)c2ccccc2C3=O)cc1	75	104	97	103
66	Cn1c(=O)c2nc(NCc3ccccc3)sc2n(C)c1=O	76	/	105	128
67	COc1nc(NCC(C)C)nc(NCC(C)C)n1	99	97	102	98
68	C=CCOC(=O)COC(=O)C(C)(C)OC(C)=O	92	95	109	97
69	CCOC(=O)c1cnc2nc(NCc3ccc(OC)c(OC)c3)[nH]n2c1=O	97	115	104	99
70	Nc1ccccc1-c1ccc(-c2ccc(Cl)c(Cl)c2Cl)c2c1[nH]c1ccccc12	67	91	64	88
71	O=C(Nc1ccc(Cl)cc1)Nc1ccc(Oc2ncnc3sc4c(c23)CCCC4)cc1	83	75	84	103
72	O=C(CCCNC(=O)OCc1ccccc1)Oc1ccc([N+](=O)[O-])cc1	106	120	100	99

no.	T-47D	MDA-MB-231	BT-549	SR
61	98	103	117	87
62	102	105	102	/
63	78	103	99	75
64	94	96	98	80
65	75	84	/	104
66	100	99	107	84
67	96	101	104	94
68	95	97	82	/
69	93	95	108	104
70	60	81	108	81
71	73	70	113	72
72	108	118	91	102

Other compounds:
no.	structure	MCF7	HS 578T	K-562	MDA-MB-468
73	CCCNC(C)C(=O)Nc1ccccc1C (configuration not stated)	/	109	107	102
74	O=C(CCCCl)NCCNc1nccc(Nc2ccc(S(=O)(=O)Nc3ccccn3)cc2)n1	99	92	103	104
75	COc1cccc(-c2nn(-c3ccccc3)cc2-c2ccnc(NCCCNC(=O)c3ccc(F)cc3)c2)c1	19	61	17	14
76	CCOC(=O)C(C)(CSSCC(C)(NC(=O)c1ccc2ccccc2c1)C(=O)OCC)NC(=O)c1ccc2ccccc2c1 (configuration not stated)	92	118	91	109
77	O=S(=O)(O)C1=CC(=N\Cl)/C=CC/1=N/Cl	88	102	97	107
78	COc1ccc(NCc2cn(-c3ccc(C(F)(F)F)cc3)nc2-c2ccc(C(=O)O)cc2)cc1C(F)(F)F	70	89	69	90
79	COC(=O)[C@H](C)NC(=O)[C@@H]1CCCN1C(=O)CNC(=O)[C@H](C)NC(=O)OCc1ccccc1	93	118	107	101
80	CCOC(=O)/C=C/c1cccc([N+](=O)[O-])c1	94	104	113	111
81	COc1cc2c(cc1OC)C(=O)C(CC1CCN(C(=O)Nc3ccc(C)cc3)CC1)C2 (configuration not stated)	90	82	/	93
82	CN(C)CC/C=C1/c2ccccc2Sc2ccc(Cl)cc21	76	123	87	/
83	C/C=C/C=C/C1OC23CCCCC2C(C#N)(C(=N)O3)C1(C#N)C#N (configuration not stated)	73	103	79	81
84	COc1cc(CC(CC(=O)c2ccc3c(c2)OCO3)C(=O)O)cc(OC)c1OC (configuration not stated)	96	/	111	104
85	COc1ccc(C2C(C#N)=C(N)Oc3c2sc2c(C)cccc32)cc1 (configuration not stated)	11	19	7.0*	8.5*

no.	T-47D	MDA-MB-231	BT-549	SR
73	115	106	114	/
74	95	104	100	101
75	-0.2*	51	30	-14*
76	87	114	138	61
77	116	92	87	104
78	75	84	73	74
79	/	114	111	108
80	90	109	105	104
81	89	77	97	112
82	82	93	96	/
83	87	115	107	49
84	99	110	82	/
85	47	17	25	15
